Source: PubChem BioAssay
B2AR arrestin: qHTS assay of beta-arrestin-biased ligands of beta2-adrenergic receptor | Beta-2 adrenergic receptor (Homo sapiens), P07550 | beta-arrestin recruitment to beta2AR, cell-based reporter | Potency, µM (highest dose often 46.1 µM), for the others: at the highest dose activation, usual class: activators | hit rate 0.02% among 330,000 | AID 492947, 2010;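 also: potency is read from the fitted curve at half-maximal effect; 0% = DMSO controls and full agonism = EC100 isoproterenol or metaproterenol; nearly all actives have a fitted effect of over 65% in size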
Target sequence (P07550 whole entry, looked up): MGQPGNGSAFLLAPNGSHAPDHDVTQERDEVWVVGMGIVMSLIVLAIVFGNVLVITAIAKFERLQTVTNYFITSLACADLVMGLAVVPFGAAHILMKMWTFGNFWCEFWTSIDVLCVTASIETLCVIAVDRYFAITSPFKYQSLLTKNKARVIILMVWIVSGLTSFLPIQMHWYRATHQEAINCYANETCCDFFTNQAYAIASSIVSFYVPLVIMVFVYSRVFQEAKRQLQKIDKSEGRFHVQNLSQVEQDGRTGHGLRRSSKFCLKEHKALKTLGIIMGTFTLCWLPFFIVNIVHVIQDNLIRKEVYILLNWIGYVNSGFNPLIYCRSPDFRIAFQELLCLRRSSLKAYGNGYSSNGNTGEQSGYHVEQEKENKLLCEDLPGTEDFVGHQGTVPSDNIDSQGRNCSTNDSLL
TCR act: Activators of T cell receptors: qHTS campaign; primary human leukocytes, anti-CD3, IL-2 HTRF, 48 h; Potency, µM (series often up to 9.22 µM), for the others: at the highest dose activation of IL-2 secretion, most hits filed as activators; 330,000 tested, under 10 active; AID 504894, 2011; also: % of control where 0% means no effect
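HTRF read-out of IL-2 secretion: europium cryptate donor excited at 320nm, d2 acceptor emission at 665nm. Cells were primary human leukocytes incubated 48 hr with compounds and a-CD3 beads, supplying TCR signal only.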
TSG101-PTAP inh: qHTS Assay for Iinhibitors of HIV-1 Budding by Blocking the Interaction of PTAP/TSG101; Fluorescence polarization, FITC-PTAP peptide / Tsg101 binding; Tumor susceptibility gene 101 protein (Homo sapiens), Q99816; Potency, µM (titrated, usually from 115 µM), without a hit: at the highest dose activity change, negative = inhibition, hits mostly inhibitors; 340,000 tested, under 10 active; active = well fitted inhibition curve with a large enough effect in the main read-out, with a control signal flat, not every such curve was filed as active; inconclusive = small, poorly fitted or top-dose-only effect, or effect the other way, or a change in a side signal; inactive = no such curve, though single readings can be large or run the other way; also: potency is read from the fitted curve at half-maximal effect; % of control where 0% means no effect
Target sequence (Q99816 whole entry, looked up): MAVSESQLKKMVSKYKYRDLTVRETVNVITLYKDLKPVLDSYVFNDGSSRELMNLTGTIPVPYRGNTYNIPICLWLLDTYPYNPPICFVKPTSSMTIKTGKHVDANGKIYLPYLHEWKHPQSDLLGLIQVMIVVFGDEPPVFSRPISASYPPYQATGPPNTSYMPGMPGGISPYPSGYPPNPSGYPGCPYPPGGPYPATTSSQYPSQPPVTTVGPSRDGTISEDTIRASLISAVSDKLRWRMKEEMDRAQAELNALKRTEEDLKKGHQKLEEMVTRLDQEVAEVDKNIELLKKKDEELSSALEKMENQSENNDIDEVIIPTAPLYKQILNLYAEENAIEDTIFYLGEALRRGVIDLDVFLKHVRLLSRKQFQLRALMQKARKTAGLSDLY
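Compounds were pin-transferred onto Tsg101 binding domain (10 uM final) in HEPES pH 7.5 buffer, then FITC-PTAP peptide was added at 50 nM final. After 20 min at RT, polarization reported peptide displacement across a qHTS concentration series.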
AT treatment: qHTS Assay for Identifying a Potential Treatment of Ataxia-Telangiectasia | […] A-T fibroblasts, KAP-1 phosphorylation AlphaLISA; neocarzinostatin DNA damage 30 min before lysis | Potency, µM (series often up to 57.5 µM), inactives show top-dose activation, most hits filed as activators | hit rate 0.19% among 320,000; also: potency is read from the fitted curve at half-maximal effect; % of control where 0% means no effect; nearly all actives have a fitted effect of over 45% in size
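hTERT-immortalized A-T patient fibroblasts ([…]), 500 cells/well in OPTI-MEM, 1% FBS, got compounds for 60 min, then NCS for 30 min at 37C. Lysates were then assayed for phospho-KAP-1 by AlphaLISA (anti-pKAP1 donor, anti-KAP1 acceptor beads), 6 hr at 25C.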
Integrin act MD: qHTS for Activators of Integrin-Mediated Alleviation for Muscular Dystrophy. hit rate 0.064% among 350,000. alpha7betagal myoblasts, beta-gal FDG fluorescence, 48 h. Potency, µM (titrated, usually from 38.3 µM), for inactives: top-dose activation, actives largely listed as activators;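 also: potency is read from the fitted curve at half-maximal effect; 100% = response of the positive control SU9516; nearly all actives have a fitted effect of over 60% in size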
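Alpha7betagal+/- myoblasts (passage 13) were plated 16-24 hr, then exposed to compounds (1:260 dilution of DMSO stock) for 48 hours at 37C. After MPER lysis, β-galactosidase reporter activity was read as FDG fluorescence (ex 480/em 540) after 30 minutes.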
TRPV1 ag: HTS Assay for Compounds that Act as Agonists of the Vanilloid Receptor 1; activation, % at 8.33 µM; TRPV1-expressing cells, Fluo-8 calcium influx, agonist mode; Transient receptor potential cation channel subfamily V member 1 (Homo sapiens), Q8NER1; hit rate 0.19% among 320,000; in the data active = activation above about 80%; inconclusive = between about 30% and that limit; also: 0% is about no effect
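Cells expressing TRPV1 were dye-loaded with Fluo-8 and read kinetically: 10 s baseline, 3 min after compound (agonist portion), then 2 min after EC20 capsaicin (allosteric enhancer portion). Calcium-bound dye fluorescence at 480/520 nm.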
BRCA1 expr up: qHTS Assay to Identify Small Molecule Activators of BRCA1 Expression | hit rate 1.1% among 380,000 | MCF7-BRCA1-FFLuc reporter, luminescence, 48 h; response scale: scaled: vehicle 0%, 10 µM genistein 100% | AID 624202, 2012 | Potency, µM (highest dose often 46.1 µM), inactives show top-dose activation, hits mostly activators; also: potency is read from the fitted curve at half-maximal effect; nearly all actives have a fitted effect of over 80% in size; some results filed as inactive show a strong effect at the top dose
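Cells: MCF7-BRCA1-FFLuc, 2000/well. Exposure: 48 h, 37 °C, 5% CO2. Read: luminescence, 15 min post-substrate. Controls: genistein 10 microM (maximal activation), DMSO (neutral).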
ELG1 repair inh: qHTS screen for small molecules that inhibit ELG1-dependent DNA repair in human embryonic kidney (HEK293T) cells expressing luciferase-tagged ELG1; hit rate 2.3% among 330,000; Potency, µM (series often up to 46.1 µM), for the others: at the highest dose activity change, negative = inhibition, most hits filed as inhibitors; HEK293T ELG1-luciferase reporter, luminescence, 16 h; DNA damage induced by 5-fluorouridine; also: potency is read from the fitted curve at half-maximal effect; % is scaled to controls: 0 for no effect and ±100 for the full control effect; nearly all actives have a fitted effect of over 55% in size
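In this reporter screen, reduction of luminescence relative to DMSO vehicle indicated activity. Compounds and 5-fluorouridine were added together to 2,000 cells per well, incubated for 16 hr at 37 °C, then developed with ONE-Glo.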
CXXC DNA block: qHTS Fluorescence Polarization Assay for Inhibitors of MLL CXXC domain - DNA interaction | Potency, µM (titrated, usually from 115 µM), for inactives: at the top dose activity change, negative = inhibition, most hits filed as inhibitors | MLL-CXXC / FITC-HOXA9 DNA fluorescence polarization | hit rate 0.037% among 290,000 | AID 2662, 2010; active = well fitted inhibition curve with a large enough effect in the polarisation, with a control signal flat, not every such curve was filed as active; inconclusive = small, poorly fitted or top-dose-only effect, or effect the other way, or a change in a side signal; inactive = no such curve, though single readings can be large or run the other way; the % refers to the polarisation; also: potency is read from the fitted curve at half-maximal effect
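Steps: dispense CXXC domain solution (7 uM) → pin compounds or unlabeled HOX-A9 DNA control → 5 min ambient → add FLSN-HOX-A9 solution (50 nM) → spin → 30 min ambient → fluorescence polarization. Tris pH 7.5/NaCl/DTT/BSA buffer.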
p53 reactivator: qHTS assay for re-activators of p53 using a Luc reporter; AID 504706, 2011; Potency, µM (doses to about 92.2 µM), inactives show at the top dose activity change, positive = activation, actives largely listed as activators; H1299 p53-A138V BP100-luciferase reporter, luminescence, 24 h; hit rate 0.063% among 320,000; also: potency is read from the fitted curve at half-maximal effect; % of control where 0% means no effect; nearly all actives have a fitted effect of over 45% in size
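H1299 (p53-null), stable ts p53-A138V + BP100-Luc; 1000 cells/well, Opti-MEM/10% FBS; cpd 4 pt, 1:5; 24 h, 37 deg C, 5% CO2; detection reagent 10 min RT; luminescence.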
Starred values were filed as active, the others as inactive; ? = inconclusive; . = not tested or not shown; [ ] = dose if it differs, or a comment. Unless noted, calls follow the shape of the dose curve; as a rule, active = well fitted curve in the direction sought with a large enough effect; inconclusive = small, poorly fitted or top-dose-only effect, or another doubt; inactive = no such curve, though single readings can be large; an effect the other way counts as inactive or inconclusive. Outcome played no part in choosing rows. About 3.8% of those tested had a hit in this group.

mol | B2AR arrestin | TCR act | TSG101-PTAP inh | AT treatment | Integrin act MD | TRPV1 ag | BRCA1 expr up | ELG1 repair inh | CXXC DNA block | p53 reactivator
CC(C)C(c1nnnn1Cc1ccccc1)N(CCCO)Cc1cc2cc3c(cc2[nH]c1=O)OCO3 (centres undefined) | -0.1% | -3% | -10% | -2% | -17% | 19 | -44% | -15% | 5% | 3%
O=C(CCN1C(=O)/C(=C/c2cccs2)SC1=S)Nc1ccccc1O | -1.0% | -1% | 1% | 6% | 2% | ? | -28% | -1% | 19% | 5%
Cc1noc(NS(=O)(=O)c2ccc(NC(=O)C(C)(C)C)cc2)c1C | 0.3% | -1% | -2% | -11% | -13% | 0 | -16% | 23% | 4% | 0%
CCOC(CCc1c(C)nc(NC(C)=O)[nH]c1=O)OCC | 4.0% | 6% | -4% | -8% | 5% | 6 | -4% | 2% | 47%[activator] | -1%
O=C(COC(=O)CCc1c[nH]c2ccccc12)Nc1ccccc1 | -0.5% | -3% | 0% | -6% | -7% | 15 | -1% | 9% | . | -2%
CCn1c(SCC#N)nc2cc(S(=O)(=O)N3CCOCC3)ccc21 | 0.4% | 0% | -9% | 6% | 36% | 2 | 0% | -6% | ? | -7%
CCN(C1CCCCC1)S(=O)(=O)c1ccc(-n2cnnn2)c(C)c1 | -1.3% | 0% | -3% | 0% | 0% | 7 | -11% | 7% | -9% | 0%
O=C(Nc1cccc(O)c1)C1CC(c2c(F)cccc2Cl)=NO1 (centres undefined) | -0.3% | -2% | -5% | 4% | -45% | 7 | -3% | ? | 0% | .
CC1(C(=O)NC(=S)NNC(=O)c2ccncc2)CCCCC1 | -0.6% | 3%[46.1 µM] | -3% | -14% | -2% | 6 | -64%[inhibitor] | -3% | 5% | 20%
C=CCn1c(COc2ccccc2F)nnc1SCC(=O)N1CC(=O)Nc2ccccc21 | -1.6% | 4% | -7% | 2% | -6% | -9 | -5% | -17% | 8% | 1%
CC1(C)CC(=O)C=C(c2ccc(OC(F)(F)F)cc2)C1 | 0.8% | -3% | 1% | 3% | -11% | 22 | 2% | ? | . | 7%
Cn1c(=O)c2c(nc(SCCCO)n2Cc2ccccc2Cl)n(C)c1=O | 0.1% | 5% | -4% | -5% | 5% | 7 | -11% | -16% | 6% | 9%
O=S1(=O)C=C(SCc2ccc(Cl)c(Cl)c2)Nc2ccccc21 | -0.3% | -12% | -3% | -5% | -12% | ? | -73% | -12% | 11% | 6%
CCOC(=O)N1CCN(C(=O)CSCc2ccccc2Cl)CC1 | -0.3% | -1%[46.1 µM] | -2% | 3% | -25% | 5 | 90% | ? | -2% | ?
CCc1ccc(N2CC(C(=O)OCc3nc4ccsc4c(=O)[nH]3)CC2=O)cc1 (centres undefined) | 0.4% | -14% | -4% | -4% | 5% | -4 | -2% | 15% | . | -2%
CCn1c(SCc2nc3ccccc3c(=O)[nH]2)nnc1-c1cccnc1 | 0.1% | . | -5% | 6% | -8% | 0 | 13% | -6% | -6% | 5%
COc1ccccc1-c1cc(C(=O)N2CCCc3ccccc32)no1 | -0.7% | -4% | -9% | 8% | -32%[inhibitor] | 23 | 30% | 20% | 0% | 13%
Cc1ccc(C)c2[nH]c(=O)c(CN(Cc3ccco3)S(=O)(=O)c3ccc4c(c3)OCCO4)cc12 | 0.0% | . | -7% | 2% | -2% | 13 | -26% | ? | 16% | 3%
COc1ccc(C2CC(=O)Oc3c(C(CCN4CCCCC4)c4ccc(N(C)C)cc4)c(OC)cc(OC)c32)cc1 (centres undefined) | -0.5% | 9% | 0% | -30% | -1% | 9 | -15% | ? | 2% | 3%
CCOc1ccc(NC(=O)COc2ccc(S(=O)(=O)N3CCCC3)cc2)cc1 | -0.1% | 1% | -5% | -7% | 8% | 1 | 0% | 1% | 5% | 8%
Cc1ccc(NC(=O)CN(C)C(=O)CSc2nc(C)cc(C)n2)cc1 | -0.4% | 0% | -3% | 5% | -1% | -2 | -21% | 16% | . | -6%
CCc1ccc2oc(C(=O)N3CCN(C)CC3)cc(=O)c2c1 | -0.7% | -2% | -1% | 9% | -31% | 0 | -6% | ? | 5% | 15%
CC(C)N(C)C1CCN(C(=O)Nc2ccc(Cl)cc2)CC1 | -0.5% | 3% | -8% | 1% | -13% | 0 | -25% | 9% | -1% | -2%
CCC(=O)OCc1cc(=O)oc2ccc3ccccc3c12 | -0.7% | -6% | -4% | -2% | 5% | 19 | 4% | 9% | -5% | -10%
Cc1ccc(C2CC(c3ccc(C)cc3)n3nc(N)nc3N2)cc1 (centres undefined) | -0.2% | 4% | -2% | 10% | 0% | -2 | 8% | 24% | -6% | 1%
COc1ccccc1N1CN(Cc2ccccc2)CNC1=S | 0.4% | -11% | 1% | -2% | -17% | 1 | -10% | 9% | -20% | -3%
COc1ccc(Cc2nnc(SCC(=O)N(C)c3ccccc3)o2)cc1 | 0.6% | 2% | -2% | 5% | ? | 3 | -2% | 8% | 1% | 5%
Cc1cc(C)nc(NC2=NCC(=O)N2CCc2c[nH]c3ccccc23)n1 | 0.0% | 5% | -6% | 2% | -17% | 1 | -18% | ? | 2% | -16%
COc1cccc(C(=O)N2CCN(c3ccc(N4CCOCC4)nn3)CC2)c1 | 0.2% | 4% | 0% | 2% | 20% | -3 | 26% | ? | . | -1%
CCCC1S/C(=N/N=C/c2ccc(OC)cc2)N(Cc2ccc(OC)cc2)C1=O (centres undefined) | 0.4% | -2% | 0% | 1% | 15% | 0 | 20% | -24% | 6% | 6%

The last 5 compounds of the section above lead into the next:
mol | B2AR arrestin | TCR act | TSG101-PTAP inh | AT treatment | Integrin act MD | TRPV1 ag | BRCA1 expr up | ELG1 repair inh | CXXC DNA block | p53 reactivator
COc1ccccc1N1CN(Cc2ccccc2)CNC1=S | 0.4% | -11% | 1% | -2% | -17% | 1 | -10% | 9% | -20% | -3%
COc1ccc(Cc2nnc(SCC(=O)N(C)c3ccccc3)o2)cc1 | 0.6% | 2% | -2% | 5% | ? | 3 | -2% | 8% | 1% | 5%
Cc1cc(C)nc(NC2=NCC(=O)N2CCc2c[nH]c3ccccc23)n1 | 0.0% | 5% | -6% | 2% | -17% | 1 | -18% | ? | 2% | -16%
COc1cccc(C(=O)N2CCN(c3ccc(N4CCOCC4)nn3)CC2)c1 | 0.2% | 4% | 0% | 2% | 20% | -3 | 26% | ? | . | -1%
CCCC1S/C(=N/N=C/c2ccc(OC)cc2)N(Cc2ccc(OC)cc2)C1=O (centres undefined) | 0.4% | -2% | 0% | 1% | 15% | 0 | 20% | -24% | 6% | 6%
O=C(OCC(=O)N1CCN(C(=O)c2ccco2)CC1)c1ccccc1NCCO | 0.4% | -3% | -1% | 23% | -13% | 7 | 32% | ? | . | 7%
COc1cc(/C=C(\C#N)c2nnc(N3CCOCC3)n2-c2ccccc2)ccc1O | 4.6% | -3%[46.1 µM] | 0% | -12% | 0% | -2 | -16% | 17% | 12% | -9%
CCc1ccccc1C1C(=O)c2ccccc2C1=O | . | -3% | -2% | . | 10% | . | -27% | . | . | .
CC(=O)N(C)c1ccc(NC(=S)Nc2cccc3ccccc23)cc1 | 0.2% | -1%[46.1 µM] | -4% | -7% | -7% | -14 | 26% | ? | 0% | ?
O=C(CCCSc1nc(-c2ccco2)cc(C(F)(F)F)n1)NCc1cccs1 | . | -2% | 0% | . | -19% | ? | -23% | . | -3% | .
CCC(Oc1ccccc1)C(=O)N1CCN(S(=O)(=O)c2ccccc2)CC1 (centres undefined) | 0.3% | 9% | -3% | 1% | -29% | 9 | 7% | -5% | . | 0%
O=C1CCCN1c1ccc(Br)cc1 | 0.1% | 3% | -6% | 3% | 0% | 1 | 0% | 13% | 2% | 3%
